High-throughput results as filed in PubChem.
KB-3-1 tox – kills parental KB-3-1 adenocarcinoma cells. KB-3-1 viability, CellTiter-Glo ATP luminescence, 72 h. Potency, µM (doses to about 46.1 µM), without a hit: at the top dose activity change, negative = cytotoxic, usual class: cytotoxic. 1.4% of 400,000 active; note: potency is the fitted concentration of half-maximal effect; % is set by controls: 0 for no effect and ±100 for the full control effect; nearly all actives have a fitted effect of over 60% in size
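Multi-concentration cytotoxicity screen in KB-3-1 cells grown in DMEM lacking phenol red with 10% FBS. After 72 h at 37 °C with compound, ATP-dependent luminescence was recorded.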
MCF10A rerep – DNA re-replication induction in MCF 10a cells | MCF 10A DNA re-replication, Hoechst nuclear intensity, 48 h | AID 624296 | Potency, µM (series often up to 46.1 µM), inactives show top-dose activity, positive = re-replication, hits mostly activators | 2.9% of 350,000 active; note: potency is the fitted concentration of half-maximal effect; % of control where 0% means no effect; nearly all actives have a fitted effect of over 50% in size
ATXN2 expr inh – inhibitors of ATXN2 expression; HEK-293 ATXN2-luciferase reporter, luminescence, 24 h; Potency, µM (titrated, usually from 57 µM), for the others: at the highest dose activity change, negative = inhibition, hits mostly inhibitors; 0.72% of 360,000 active; AID 1745845; note: potency is the fitted concentration of half-maximal effect; % is set by controls: 0 for no effect and ±100 for the full control effect; nearly all actives have a fitted effect of over 55% in size
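ATXN2-luciferase reporter cells (luciferase flanked by upstream and downstream ATXN2 gene portions) were treated 24 h at 37 °C with compounds at up to 57 uM. SteadyGlo luminescence gave expression; GF-AFC fluorescence gave viability.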
HT1080 IDH1KD tx – HT-1080 IDH1 knockdown cell toxicity (counter line) | HT-1080 IDH1 knockdown viability, ATP luminescence, 48 h | Potency, µM (doses to about 46.1 µM), without a hit: at the top dose activity, negative = toxicity, most hits filed as cytotoxic | 2% of 360,000 active;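 note: potency is the fitted concentration of half-maximal effect; 0% = DMSO wells and -100% = cell-free medium wells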
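After a 2 h attachment period, IDH1KD HT-1080 cells took pin-transferred compound for 48 h at 37 °C; ATP-based luminescence after 10 min room-temperature reagent incubation reported viability.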
KB-V1 cytotox – KB-V1 MDR subline cytotoxicity. KB-V1 MDR cells viability, CellTiter-Glo, 72 h. Potency, µM (titrated, usually from 46.1 µM), without a hit: at the top dose activity change, negative = cytotoxicity, hits mostly cytotoxic. 3.4% of 400,000 active. AID 1347076; note: potency is the fitted concentration of half-maximal effect; % is set by controls: 0 for no effect and ±100 for the full control effect; nearly all actives have a fitted effect of over 60% in size
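Luminescent ATP read-out (CellTiter-Glo, 10 min) measures survival of drug-selected KB-V1 MDR cells after 72 h, 37 degrees C compound exposure. Medium: phenol-red-free DMEM, 10% FBS. Values from fitted concentration-response curves.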
SW480 rerep – induces DNA re-replication in SW480 colon adenocarcinoma cells | SW480 DNA re-replication, Hoechst DNA content imaging, 48 h | Potency, µM (highest dose often 46.1 µM), for inactives: top-dose re-replication activation, hits mostly activators | 1.8% of 340,000 active | AID 624297; note: potency is the fitted concentration of half-maximal effect; % of control where 0% means no effect; nearly all actives have a fitted effect of over 55% in size
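Cells (250 per well) received 23 nL compound or DMSO by pin tool and were kept 48 hr at 37 C, 5% CO2. Nuclei were then stained with Hoechst for 40 min and scanned for DNA content.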
HT1080-NT tox – kills 2HG-producing HT-1080-NT fibrosarcoma cells. AID 686970. Potency, µM (titrated, usually from 46.1 µM), for inactives: at the top dose activity, negative = less viability, most hits filed as cytotoxic. HT-1080-NT fibrosarcoma viability, CellTiter-Glo ATP luminescence, 48 h. 1.6% of 360,000 active;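 note: NT is the 2HG producing partner of a matched IDH1 knockdown line; potency is the fitted concentration of half-maximal effect; 0% = DMSO-treated cells and -100% = media-only wells without cells; nearly all actives have a fitted effect of over 55% in size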
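Compounds were tested in concentration-response format on HT-1080-NT cells for 48 hours at 37 degrees C. Cell viability came from CellTiter-Glo luminescence; curves were classified by r2, response magnitude and activity.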
WRN inhibitor – blocks human WRN helicase. Potency, µM (top dose mostly 114 µM), for inactives: at the highest dose activity change, negative = inhibition, hits mostly inhibitors. 0.46% of 360,000 active. AID 651768. WRN helicase unwinding, fluorescent forked duplex, kinetic; note: potency is the fitted concentration of half-maximal effect; % is set by controls: 0 for no effect and ±100 for the full control effect; nearly all actives have a fitted effect of over 55% in size
Target sequence (Q14191 whole entry, looked up): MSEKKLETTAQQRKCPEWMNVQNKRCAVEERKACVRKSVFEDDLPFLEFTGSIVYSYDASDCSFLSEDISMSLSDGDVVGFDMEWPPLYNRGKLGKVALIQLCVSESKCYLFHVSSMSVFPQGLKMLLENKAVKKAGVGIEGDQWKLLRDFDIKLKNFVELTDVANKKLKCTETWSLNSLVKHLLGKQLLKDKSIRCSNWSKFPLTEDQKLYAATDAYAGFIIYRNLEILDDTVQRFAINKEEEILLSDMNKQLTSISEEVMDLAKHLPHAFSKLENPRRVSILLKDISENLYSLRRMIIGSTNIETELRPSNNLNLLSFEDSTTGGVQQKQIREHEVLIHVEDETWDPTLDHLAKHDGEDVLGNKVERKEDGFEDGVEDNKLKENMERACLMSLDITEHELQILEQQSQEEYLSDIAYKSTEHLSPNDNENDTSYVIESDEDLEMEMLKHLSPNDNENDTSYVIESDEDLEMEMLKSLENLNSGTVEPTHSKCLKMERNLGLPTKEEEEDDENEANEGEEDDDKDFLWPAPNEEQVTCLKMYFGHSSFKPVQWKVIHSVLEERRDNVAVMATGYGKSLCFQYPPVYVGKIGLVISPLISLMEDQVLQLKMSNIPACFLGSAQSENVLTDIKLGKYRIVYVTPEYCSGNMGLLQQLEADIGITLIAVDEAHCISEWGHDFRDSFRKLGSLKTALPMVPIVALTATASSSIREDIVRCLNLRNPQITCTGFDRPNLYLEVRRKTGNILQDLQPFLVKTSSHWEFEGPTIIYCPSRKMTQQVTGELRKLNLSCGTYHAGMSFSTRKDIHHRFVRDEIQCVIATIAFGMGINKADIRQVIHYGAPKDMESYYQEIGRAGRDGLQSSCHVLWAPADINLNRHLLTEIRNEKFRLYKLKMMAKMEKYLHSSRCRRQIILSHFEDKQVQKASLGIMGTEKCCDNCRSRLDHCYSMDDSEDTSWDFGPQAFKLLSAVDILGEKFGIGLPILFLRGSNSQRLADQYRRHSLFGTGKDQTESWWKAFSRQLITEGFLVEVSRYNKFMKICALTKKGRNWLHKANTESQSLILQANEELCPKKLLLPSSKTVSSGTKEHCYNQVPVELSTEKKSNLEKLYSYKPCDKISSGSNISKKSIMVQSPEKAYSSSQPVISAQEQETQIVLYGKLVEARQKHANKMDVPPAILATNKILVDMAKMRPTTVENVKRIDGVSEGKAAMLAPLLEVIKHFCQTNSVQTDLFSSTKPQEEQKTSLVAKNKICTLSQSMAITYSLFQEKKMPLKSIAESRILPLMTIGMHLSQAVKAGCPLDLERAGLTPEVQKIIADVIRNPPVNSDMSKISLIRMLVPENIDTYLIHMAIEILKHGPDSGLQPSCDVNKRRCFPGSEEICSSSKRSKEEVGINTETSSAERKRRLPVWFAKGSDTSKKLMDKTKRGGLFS
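Kinetic red-fluorescence monitoring (525/598 nm) tracks WRN helicase activity after 100 nM fluorophore-quencher forked duplex and 2 mM ATP are added to 20 nM enzyme pretreated 15 min at room temperature with compound.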
IL-1B inflam inh – blocks inflammasome-driven IL-1 beta release. THP-1 LPS/ATP IL-1B secretion, AlphaLISA, 16 h; stronger effect = lower value. activity change, % at 57.5 µM. 4.7% of 360,000 active; in the data active = activity change below about -50%; inconclusive = mostly about -30% to -49%; note: % is set by controls: 0 for no effect and ±100 for the full control effect
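Secreted IL-1B measured by AlphaLISA bead assay after 16 h compound exposure of THP-1 cells; compounds (final up to 57.5 uM) added 1 h before LPS (250 ng/mL) and ATP (1.25 mM) stimulation; lower signal means less secretion.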
* hit, by the source's call; ? = inconclusive; · = not tested or not shown; & = joins results of further samples; [ ] = dose if it differs, or a comment. Unless noted, calls come from the whole dose curve; as a rule, active = well fitted curve in the direction sought with a large enough effect; inconclusive = small, poorly fitted or top-dose-only effect, or another doubt; inactive = no such curve, though single readings can be large; an effect the other way counts as inactive or inconclusive. Rows are unselected. Share with any hit: about 12%.

SMILES	KB-3-1 tox	MCF10A rerep	ATXN2 expr inh	HT1080 IDH1KD tx	KB-V1 cytotox	SW480 rerep	HT1080-NT tox	WRN inhibitor	IL-1B inflam inh
COc1ccc(C(c2sc3nc(C)nn3c2O)N2CCc3ccccc3C2)cc1 (configuration not stated)	-4%	5%	-3%	4%	-7%	-1%	-13%	-7%	5
O=C(COC(=O)c1ccc2c(c1)OCCO2)NCc1ccccc1	?	0%	10%	-17%	?	-1%	-12%	0%	31
O=C(Nc1ccc(N2CCOCC2)c(Cl)c1)c1ccc(-n2cnnc2)cc1	12%	2%	4%	3%	8%	-7%	5%	2%	13
COCCCn1c(C(=O)N2CCOCC2)cc2c(=O)n3ccccc3nc21	7%	-9%	2%	-2%	-2%	-4%	2%	2%	3
C[C@@H]1COC(=O)[C@H](Cc2ccc(F)cc2)CC/C=C/C[C@@H](CC(=O)N[C@@H](CO)Cc2ccccc2)C(=O)N1	-1%	2%	6%	-4%	28%	?	-4%	8%	6
O=C(O)CCCc1ccccc1	0%	3%&4%&-8%	-6%&-7%	10%	-2%	-4%&10%&7%	?	1%	-7
Oc1ccc(/C=N/N=C(c2ccccc2)c2ccccc2)c(O)c1O	?	21µM*	?	?	-22%	-2%	-15%	6.7µM*	-11
NNC(=O)CC12CC3CC(C1)CC(n1ncnn1)(C3)C2	12%	4%	5%	1%	-2%	5%	-1%	10%	0
O=C1CCN(Cc2cccnc2)CCN1[C@H](CO)c1ccccc1	23%&0%	4%	3%	15%	17%&-5%	-10%	5%	2%	20
COc1ccccc1C(CNc1ncccc1[N+](=O)[O-])N(C)C (configuration not stated)	4%	-1%	-17%	-10%	1%	2%	-3%	-18%	-2
O=C(CC1NCCNC1=O)Nc1ccc(Oc2ccccc2)cc1 (configuration not stated)	2%	-9%	16%	-17%	-20%	7%	?	3%	-2
CCNS(=O)(=O)c1ccc(NC(=O)Nc2cc(C)ccc2OC)cc1	8%	4%	-19%	?	?	16%	?	-8%	0
O=C(O)c1cccnc1Sc1ncnc2sc3c(c12)CCC3	13%	1%	13%	11%	?	?	28%	-14%	-8
COc1ccc(S(=O)(=O)NCC2CCCN(C(=O)CC3CCCC3)C2)cc1 (configuration not stated)	-22%	?	·	?	?	?	-3%	3%	-7
CN(C)CCOCCSc1ccc(Cl)cc1	-2%	29%	-19%	-27%	?	-6%	-1%	2%	-9
O=C(NCc1ccc(F)cc1)c1cccc(NC2=NC3CS(=O)(=O)CC3S2)c1 (configuration not stated)	0%	7%	-1%	-3%	2%	-12%	-5%	-5%	-16
Cc1nnc(N2CCC(C(=O)NC3CCC(C)CC3)CC2)c2nn(-c3ccc(Cl)cc3)c(C)c12 (configuration not stated)	-1%&4%	-4%	1%	1%	?	-14%	-1%	6%	-2
CC1(c2ccccc2)CC(c2ccccc2)=C(C#N)C(=O)N1 (configuration not stated)	4%	1%	-7%	3%	?	-3%	6%	-7%	-15
O=C(Nc1ccc(OC(F)(F)F)cc1)C1CCCN(S(=O)(=O)c2cnc[nH]2)C1 (configuration not stated)	9%	-1%	-8%	-7%	0%	-4%	-4%	0%	51
Cc1c(C(=O)NC(=S)Nc2cccnc2)cccc1[N+](=O)[O-]	-1%	-17%	-8%	3%	21%	-8%	11%	-2%	4

Continued; the last six above are carried over.
SMILES	KB-3-1 tox	MCF10A rerep	ATXN2 expr inh	HT1080 IDH1KD tx	KB-V1 cytotox	SW480 rerep	HT1080-NT tox	WRN inhibitor	IL-1B inflam inh
CN(C)CCOCCSc1ccc(Cl)cc1	-2%	29%	-19%	-27%	?	-6%	-1%	2%	-9
O=C(NCc1ccc(F)cc1)c1cccc(NC2=NC3CS(=O)(=O)CC3S2)c1 (configuration not stated)	0%	7%	-1%	-3%	2%	-12%	-5%	-5%	-16
Cc1nnc(N2CCC(C(=O)NC3CCC(C)CC3)CC2)c2nn(-c3ccc(Cl)cc3)c(C)c12 (configuration not stated)	-1%&4%	-4%	1%	1%	?	-14%	-1%	6%	-2
CC1(c2ccccc2)CC(c2ccccc2)=C(C#N)C(=O)N1 (configuration not stated)	4%	1%	-7%	3%	?	-3%	6%	-7%	-15
O=C(Nc1ccc(OC(F)(F)F)cc1)C1CCCN(S(=O)(=O)c2cnc[nH]2)C1 (configuration not stated)	9%	-1%	-8%	-7%	0%	-4%	-4%	0%	51
Cc1c(C(=O)NC(=S)Nc2cccnc2)cccc1[N+](=O)[O-]	-1%	-17%	-8%	3%	21%	-8%	11%	-2%	4
CCC1(CC)NC(=O)N(CC(=O)NCc2ccc3c(c2)OCO3)C1=O	0%	14%	10%	2%	1%	?	9%	-12%	-8
CS(=O)(=O)N1CCc2cc(C(=O)OCC(=O)c3ccccc3)ccc21	3%	2%	79%[activator]	1%	-11%	-6%	4%	1%	0
COc1ccccc1OCCCc1c(C)n[nH]c1C	1%	-7%	8%	-29%	16µM*	-11%	-2%	5%	0
C=CCn1c(Sc2nnc(C)s2)nc2c1c(=O)[nH]c(=O)n2C	-6%	0%	15%	4%	-5%	-4%	6%	-2%	4
CC(=O)Nc1ccc(NC(=O)/C(=C/c2ccco2)NC(=O)c2ccccc2)cc1	8%	-6%	-1%	10%	8%	-2%	13%	0%	0
CC(C)(C)NC(=O)COC(=O)C1c2ccccc2Oc2ccccc21	17%	-18%	16%	7%	0%	-13%	7%	2%	-2
Oc1ccc2ccccc2c1/C=N/c1nccs1	16%	?	-15%	?	-6%	-3%	?	-16%	39
O=C(/C=C/c1ccc2c(c1)OCCO2)c1ccc(O)cc1	?	12%	44%[activator]	?	?	19%	?	-10%	-103*
CCOC(=O)c1cccc(NS(=O)(=O)c2c(C)[nH]c(=O)[nH]c2=O)c1	6%	3%	5%	10%	-3%	-16%	1%	5%	25
O=C(Nc1cnccn1)c1cccs1	0%	-12%	3%	11%	9%	?	-17%	-9%	-10
CC1(c2ccc3c(c2)OCCO3)NC(=O)N(CC(=O)Nc2ccccc2)C1=O (configuration not stated)	-15%	0%	-8%	-2%	2%	?	1%	10%	3
O=C1C2C3CCC(C3)C2C(=O)N1c1ccc2ccccc2c1 (configuration not stated)	-1%	?	11%	-1%	0%	11%	9%	-2%	0
CCCCSc1nnc(CCC)n1N	5%	-1%	5%	18%	4%	1%	12%	7%	-7
O=C(Nc1ccc(S(=O)(=O)N2CCCCC2)cc1)c1ccncc1	-2%	3%	-19%	?	-1%	?	-8%	-4%	0
COc1ccc(NS(=O)(=O)c2cccc(Cl)c2Cl)cc1S(=O)(=O)N1CCCCC1	-2%	?	0%	-14%	10%	13%	5%	-11%	11
C[C@H]1COC(=O)[C@@H](CC(=O)OC(C)(C)C)C/C=C\C[C@@H](CC(=O)N(CCO)Cc2ccccc2)C(=O)N1	5%	?	5%	15%	22%	-1%	11%	0%	19
COc1ccc(N2CCN(CCNC(=O)CCC(=O)NNc3nc4ccccc4c4nc(C)nn34)CC2)cc1	3%	1%	·	0%	?	-2%	2%	-4%	16
O=C(N/N=C\c1ccc(-c2ccccc2[N+](=O)[O-])o1)C1COc2cc3ccccc3cc2O1 (configuration not stated)	7%	8%	-1%	-21%	-10%	-1%	-8%	-24%	7
O=C(CN1CCN(Cc2ccccc2)CC1)N=Nc1c(O)[nH]c2ccccc12	5%	-2%	-7%	-10%	-29%	-8%	-15%	-17%	-7
CC(C)CN1C(=O)NC(NC(=O)c2ccco2)(C(F)(F)F)C1=O (configuration not stated)	8%	-1%	5%	10%	10%	-6%	17%	-5%	11
CCCOc1ccc(C(C)=O)cc1Cc1c(O)nc(SC)[nH]c1=O	-2%	-1%	-4%	22%	?	-2%	20%	-1%	2
O=C(Nc1ccc(N2CCCC2)cc1)c1ccc2ccccc2c1	-3%	?	18%	-1%	2%	10%	5%	-6%	-5
CC1CC(C)CN(CCOCCSc2ccc(Cl)cc2)C1 (configuration not stated)	-4%	16µM*	?	?	-10%	?	?	2%[57.1 µM]	?
O=C(NC1CC1)C1CCN(c2ccc(S(=O)(=O)N3CCOCC3)cc2)CC1	-10%	-8%	2%	-7%	-22%	?	?	-7%	-14
CC(C)CC(OC(=O)CC1Sc2ccccc2NC1=O)C(=O)NC1CCCC1 (configuration not stated)	-3%	-6%	-9%	-1%	?	11%	-5%	-1%	0
CSc1ccccc1NC(=O)CN(C)C(=O)c1cccc(S(=O)(=O)N(C)C)c1	0%	-17%	4%	8%	?	-8%	6%	0%	4
CCOC(=O)N1CCN(C(=O)/C=C/c2cccc([N+](=O)[O-])c2)CC1	21%	-3%	-33%	0%	-15%	1%	0%	6%[57.1 µM]	48
O=C(CCNS(=O)(=O)c1ccccc1)OCC(=O)c1ccc(Cl)cc1	-1%	2%	6%	-2%	?	-6%	0%	6%	0
O=C(CNC(=O)C1CCCCC1)OCC(=O)c1ccc(Br)cc1	4%&13%	1%	15%	4%	?	?	16%	1%	9
O=S(=O)(Nc1ccccc1O)c1cccc2cccnc12	-11%	?	-36%	-1%	-17%	-7%	3%	-9%	0
COC(=O)CN1C(=S)N(c2ccc(Cl)cc2)C(=O)C1CC(=O)Nc1ccc(F)cc1 (configuration not stated)	-11%	-3%	7%	-12%	?	-6%	-15%	-4%	8
COc1ccc(-n2ccnc2)cc1	-9%	-6%	·	6%	8%	-1%	0%	-3%	-4
O=C(CC1C(=O)NCCN1Cc1ccccc1C(F)(F)F)NC1CCCCC1 (configuration not stated)	12%	4%	-5%	1%	13%	-28%	-6%	-3%[57.1 µM]	-23
CCOC(=O)CSC1=C(C#N)C(c2ccccc2F)C(C(C)=O)=C(C)N1 (configuration not stated)	16%	?	-3%	7%	5%	1%	-5%	-12%	-16
